HCV core dimer – inhibitors of HCV core protein dimerization, primary screen, biochemical, TR-FRET, high-throughput; hit rate 0.33% among 300,000; inhibition, % at 5 µM; TR-FRET GST/Flag-core106 dimerization, 1536-well;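 active means inhibition above the mean of all tested compounds plus 3 SD, set per screening campaign, cut at about 45% in these data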
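Assay system: GST-tagged and Flag-tagged HCV core protein residues 1-106 / Times: compound-protein-antibody incubation 4 h at 22.5 °C / Signal: time-resolved FRET, ex 340 nm, em 617 and 671 nm / Evaluation: % inhibition based on acceptor/donor emission ratio / Benchmarks: wells lacking GST-core106 and wells with excess unlabelled core106 / Repeats: singlicate, one well per compound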
EBNA-1 inhibitor – EBNA-1 DNA-binding inhibitors, primary screen, biochemical, fluorescence polarization | inhibition, % at 14.8 µM | hit rate 0.34% among 300,000 | AID 1950, 2009; in the data active means inhibition above about 28%
TPT1 inhibitor – Candida albicans TPT1 enzyme inhibitors, primary screen, biochemical, fluorescence polarization; tRNA 2'-phosphotransferase TPT1 (Candida albicans SC5314); recombinant caTPT1, FP RNA substrate dephosphorylation; hit rate 0.81% among 300,000; AID 1962, 2009; inhibition, % at 5 µM;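 active means inhibition above the mean of all tested compounds plus 3 SD, set per screening campaign, cut at about 24% in these data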;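 further: plate controls were DMSO alone for no effect and ferristatin control at 100 nM for full effect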
Efflux pump mplx – inhibitors of Candida efflux pumps in yeast, primary screen, S. cerevisiae, Nile Red, multiplex; hit rate 0.44% among 330,000; S. cerevisiae Candida pump triplex; inhibition, % at 10 µM;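 active means plate passing quality check with inhibition over a set limit, or well fluorescence over plate mean plus 4 SD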;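 further: Nile Red retained in pooled yeast measured as flow cytometry median fluorescence; 0% = buffer negative control and 100% = Enniatin B positive control; higher means more Nile Red kept so more efflux inhibition; some compounds called inactive have numbers as strong as hits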
PP1 counter – PP1-alpha phosphatase inhibitors, primary screen, counter-screen for PP5 inhibitor project, biochemical, fluorescence, OMFP substrate, single point; Serine/threonine-protein phosphatase PP1-alpha catalytic subunit (Homo sapiens), P62136; hit rate 0.9% among 320,000; purified PP1alpha; inhibition, % at 6.7 µM;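 active means inhibition above the mean inhibition of all tested compounds plus 3 SD, computed separately for each screening campaign, cut at about 15% in these data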
Target sequence (P62136 whole entry, looked up): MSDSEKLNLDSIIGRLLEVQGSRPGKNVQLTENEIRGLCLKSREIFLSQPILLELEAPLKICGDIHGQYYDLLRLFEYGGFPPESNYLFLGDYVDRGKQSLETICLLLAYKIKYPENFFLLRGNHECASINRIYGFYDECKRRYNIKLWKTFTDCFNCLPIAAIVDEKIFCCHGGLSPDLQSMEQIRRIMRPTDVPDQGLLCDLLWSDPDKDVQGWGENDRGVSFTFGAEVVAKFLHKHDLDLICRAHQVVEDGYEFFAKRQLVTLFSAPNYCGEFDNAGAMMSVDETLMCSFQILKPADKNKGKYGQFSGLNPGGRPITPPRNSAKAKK
Fh CTSL1 inh – Fasciola hepatica cathepsin L1 inhibitors, primary screen, counter-screen for PFM18AAP inhibitor project, biochemical, QFRET, fluorogenic peptide substrate | recombinant F. hepatica cathepsin L1, Z-Leu-Arg-MCA fluorescence | hit rate 0.49% among 300,000 | inhibition, % at 5.96 µM;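 active means inhibition above the mean of all tested compounds plus 3 SD, set per screening campaign, cut at about 17% in these data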;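 further: 0% = plate median of test compound wells and 100% = 1 µM Z-Phe-Ala-diazomethylketone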
PP5 primary – PP5 phosphatase inhibitors, primary screen, biochemical, fluorescence | purified PP5c, OMFP substrate fluorescence | AID 1987, 2009 | inhibition, % at 6.7 µM | Serine/threonine-protein phosphatase 5 (Homo sapiens), P53041 | hit rate 0.18% among 320,000;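 active means inhibition above the campaign's mean inhibition across all tested compounds plus 3 SD, cut at about 9.5% in these data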;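 further: 0% = DMSO only and 100% = 100 µM cantharidin control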
ZTA counter – counter-screen for EBNA-1 inhibitors: inhibitors of Epstein-Barr virus ZTA | ZTA-DNA binding, fluorescence polarization | inhibition, % at 11 µM | hit rate 0.15% among 320,000; in the data active means inhibition above about 33%
Target sequence (P03206 whole entry, looked up): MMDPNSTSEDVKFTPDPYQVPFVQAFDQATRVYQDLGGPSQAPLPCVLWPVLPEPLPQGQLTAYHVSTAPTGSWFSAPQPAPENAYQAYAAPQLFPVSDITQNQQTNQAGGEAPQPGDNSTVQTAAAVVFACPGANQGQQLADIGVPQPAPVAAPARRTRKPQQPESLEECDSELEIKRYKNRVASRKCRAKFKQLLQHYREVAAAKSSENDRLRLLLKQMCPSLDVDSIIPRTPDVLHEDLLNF
PREPL inh – PREPL enzyme inhibitors, primary screen, biochemical, fluorescence polarization | AID 2751, 2010 | hit rate 0.68% among 320,000 | inhibition, % at 5.96 µM | recombinant PREPL, fluorescence polarization activity-based probe | Prolyl endopeptidase-like (Homo sapiens), Q4J6C6; in the data active means inhibition above about 43%;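 further: 0% = enzyme with DMSO and 100% = wells lacking enzyme; many of its hits are not listed in these tables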
The depositor's hits bear a star; . = not tested or not shown.

SMILES	HCV core dimer	EBNA-1 inhibitor	TPT1 inhibitor	Efflux pump mplx	PP1 counter	Fh CTSL1 inh	PP5 primary	ZTA counter	PREPL inh
Nc1nc(COc2ccc(Cl)cc2)cs1	-1.7	-4.4	-0.7	-0.2	-0.5	1.4	3.9	-9.0	2.5
Cn1c(C(=O)N2CCN(c3ccccc3)CC2)cc2cc(Cl)ccc21	-2.0	-6.0	3.8	0.1	-1.8	5.7	1.5	-8.3	7.0
C(#Cc1ccccc1)CN1CCOCC1	0.3	2.8	0.5	0.1	-4.6	-2.2	-2.9	1.7	-1.5
Cn1c(C(O)c2ccc(Br)cc2)nc(Cl)c1Cl (centres undefined)	-6.3	1.9	-2.1	0.0	1.2	-6.8	1.1	-2.5	0.2
O=C(Nc1ccc(F)cc1)C(c1ccccc1)N1CCN(C(=O)c2ccco2)CC1 (centres undefined)	3.3	9.9	0.3	-0.1	4.0	-4.8	-0.2	5.6	-2.5
CC1CC(C)(C)CC2(C1)NC(=O)N(CC(=O)NC1CCCc3ccccc31)C2=O (centres undefined)	-9.1	4.8	-0.3	0.1	2.2	0.4	0.8	-6.2	-3.2
Cc1ccc(S(=O)(=O)Nc2cccc(C(=O)NCC3CCCO3)c2)cc1F (centres undefined)	0.4	6.6	-2.5	0.0	-6.0	7.6	-0.2	8.3	5.4
N#CCCN(C(=O)COC(=O)c1nc(Cl)ccc1Cl)c1ccccc1	-4.3	-2.8	0.0	-0.1	-6.8	-7.1	-0.8	-10.7	2.3
CCCC(=O)Nc1c(-c2ccccc2)c(=O)c(C)nn1-c1ccc(C)cc1	-2.6	-0.7	-1.4	0.1	0.8	6.2	0.0	-8.0	-3.7
CCn1c(N2CCN(C(=O)c3ccco3)CC2)nc2ccccc21	-2.2	-23.6	-1.0	0.4	-3.9	-1.1	3.4	-0.6	1.5
COc1ccc(S(=O)(=O)CCC(=O)NCCc2cccc(C)c2)cc1	-1.3	2.6	1.1	0.1	-2.1	1.4	1.8	-19.0	13.1
O=[N+]([O-])c1cc(C(F)(F)F)ccc1NN=C1CCCC1	0.8	4.3	-3.2	0.0	0.3	10.0	-1.5	-3.5	-0.6
[O-][n+]1onc2c3ccnnc3ccc21	-2.9	-3.4	1.2	0.1	-2.2	-0.8	-0.5	-2.6	4.9
C=CCn1c2ccccc2c2nnc(SC(CC)C(=O)Nc3sc4c(c3C#N)CCCC4)nc21 (centres undefined)	34.1	-8.0	-0.7	0.3	0.3	0.2	2.2	-15.5	7.8
CCOc1ccc(CNC(=S)N/N=C\c2ccc([N+](=O)[O-])cc2)cc1	20.5	1.6	0.3	0.0	1.7	4.5	2.9	-0.3	5.7
CCn1c(SCC(=O)NCc2cccs2)nc2c1c(=O)n(C)c(=O)n2C	-0.1	1.7	-1.8	0.0	-3.1	5.9	0.4	-5.5	-1.5
CCC1(C)NC(=O)N(CC(=O)Nc2sc3c(c2C(=O)OC)CCCCC3)C1=O (centres undefined)	2.3	8.7	1.5	0.0	2.0	2.7	4.2	-5.2	5.5
Cc1cc(C)c(OCC(=O)OCC(=O)NC2CCCCCCC2)c(C)c1	-0.6	0.3	-0.9	-0.1	-3.2	-11.0	0.2	-1.8	5.2
COC(=O)c1sccc1OCc1cccc(OC)c1	-7.0	6.8	-0.1	-0.1	-2.0	-1.5	0.8	-2.6	12.8
CCCCCCc1cc2cc(C(=O)OCC)c(=O)oc2cc1O	4.7	-3.6	-1.7	0.2	-1.0	-3.2	-1.8	-15.1	-5.7
COC(=O)CNC(=O)c1ccccc1[N+](=O)[O-]	-5.9	2.2	0.5	0.1	-0.4	-3.6	3.7	-3.0	7.2
N#CCCN(C(=O)COC(=O)c1cc(S(=O)(=O)N2CCOCC2)ccc1Cl)c1ccc(F)cc1	0.5	-2.6	-0.8	0.0	1.2	-1.5	2.3	-2.5	-3.1
CCN(CCCNC(=O)CC(C(=O)N1CCc2ccccc21)n1ccnc1)c1cccc(C)c1 (centres undefined)	2.4	-1.3	-0.7	0.0	3.8	-0.5	3.0	-7.4	26.4
CCn1c2ccccc2c2cc(C#N)c(N)nc21	-7.1	6.9	2.6	0.1	3.4	0.5	3.2	-5.6	5.5
Cc1ccc(N2CC(=O)N(NC(=O)Nc3ccc(Cl)c(Cl)c3)CC2=O)cc1	-2.5	-3.9	-2.5	0.0	-4.1	-0.1	0.4	-7.2	15.5
O=C(OCC(=O)N1CCCc2ccccc21)c1ccc(Cl)nc1	-7.6	-5.3	-8.3	-0.2	-2.5	-2.0	1.9	-31.2	13.5
Cc1cc(C)c(S(=O)(=O)c2ccccc2Cl)c(Cl)n1	-1.3	-14.2	-4.3	0.3	3.8	-3.0	-2.4	-4.5	-5.1
CC(=O)Cn1c(CN2CCCCC2)nc2ccccc2c1=O	-2.8	9.1	-2.2	0.0	3.5	-2.0	-0.4	13.3	-1.7
Nn1c(SCc2ccc(Br)cc2)nnc1-c1ccccn1	1.6	-11.2	1.2	0.1	-4.8	1.1	3.8	3.9	1.4
COc1cccc(NC(=O)c2cccc(S(=O)(=O)N3CCN(Cc4ccccc4)CC3)c2)c1	4.3	-7.8	0.8	0.0	1.2	9.5	4.0	2.7	8.0
Nc1cc(=O)[nH]c(N2CCN(c3ccccc3)CC2)n1	-2.9	8.5	1.8	0.0	-2.6	-2.1	1.9	12.6	-5.0
Cc1nc2c(c(=O)n1CCC(C)C)c1nc3ccccc3nc1n2Cc1ccc2c(c1)OCO2	4.2	2.2	-2.5	-0.1	-3.1	0.7	-2.0	11.0	0.5
N#CC(c1ccc(Cl)nn1)c1ccc(Cl)cc1Cl (centres undefined)	1.8	9.6	0.2	-0.1	0.1	6.4	0.7	-17.0	1.6
O=C(NCc1ccco1)c1ccc2nc3sc4c(c3c(=O)n2c1)CCCC4	34.5	12.0	1.9	-0.1	4.5	2.1	1.9	25.1	20.9
CCCCn1c(SCC(=O)NC2CCCC2)nnc1-c1ccco1	-3.6	-7.2	0.3	-0.1	-2.6	1.4	-1.0	-2.0	0.9
CCOC(=O)CCn1cnc2ccc([N+](=O)[O-])cc2c1=O	-2.7	7.6	-4.5	-0.2	0.4	-0.7	2.1	-26.9	12.0
CC1C(=O)N2CCCc3cc(NC(=O)C(=O)NCc4ccccn4)cc1c32 (centres undefined)	-2.2	-3.3	1.2	0.2	-3.3	-6.7	0.4	-5.1	4.1
CC(=O)C[C@H](O)CC(=O)[C@H]1OC(=O)CC/C=C\Cc2ccccc21	.	.	.	0.1	-4.0	.	1.7	-16.6	18.2
CC(C)N(CCn1c(SCC(=O)N2CC(=O)Nc3ccccc32)nc2ccccc2c1=O)C(C)C	-4.8	7.8	0.8	-0.1	-4.1	-0.6	0.7	12.7	1.8
Cc1c(Cl)cccc1NC(=O)Cn1cnc(S(=O)(=O)N2CCCC2)c1	16.9	10.0	-2.2	0.0	-2.7	1.3	-0.3	7.4	1.6
COCCCN1C(=O)c2ccc(C(=O)OCC(=O)N(CCC#N)c3cc(C)cc(C)c3)cc2C1=O	3.8	3.4	-2.5	-0.1	-10.1	0.5	-1.1	-8.2	10.0
COc1ccccc1C1CC(=O)NC(C)=C1C(=O)OC(C)C (centres undefined)	3.2	-4.6	-0.1	-0.3	4.3	8.4	2.7	-21.7	2.8
CSCC[C@H](NC(=O)[C@@H]1Cc2ccccc2CN1)C(=O)Nc1ccc2c(c1)OCO2	9.6	-3.6	-1.1	-0.2	6.7	2.3	0.6	-19.0	16.8
Nc1cc(C(=O)OCC(=O)N2CCCC2=O)ccc1Cl	2.7	3.6	-0.5	0.0	-2.6	-4.8	-0.8	14.8	-2.0
Cc1cc(Cl)ccc1NC(=O)CN1CCN(C(=O)c2ccco2)CC1	-2.5	6.9	-0.3	-0.1	1.1	-0.2	-1.2	0.0	4.2
O=C(OCC(=O)N1CCCC1=O)c1nc(Cl)ccc1Cl	0.0	-16.7	-0.8	0.1	-0.1	-5.6	0.9	-3.3	1.3
O=C(CC1(O)C(=O)N(CN2CCOCC2)c2ccccc21)c1ccccc1 (centres undefined)	2.3	-15.4	-0.5	0.1	-2.2	-3.9	3.1	1.8	7.0
Cc1c(/C=N\NC(=O)c2cc3ccccc3o2)c2ccccc2n1C	-0.4	-3.4	-2.5	0.0	-4.0	-1.3	0.7	-9.5	32.6
CCC(=O)Nc1sc2c(c1C#N)CCC2	4.9	9.2	-0.2	-0.1	0.9	-1.2	-0.5	7.2	-3.1
CC(C)c1ccccc1NC(=O)COC(=O)C1(C)CC1(Cl)Cl (centres undefined)	-2.8	-6.7	0.7	0.1	-1.9	-2.1	0.3	4.0	16.8

Of the compounds above, six contain a furan ring, fused or not.
SMILES	HCV core dimer	EBNA-1 inhibitor	TPT1 inhibitor	Efflux pump mplx	PP1 counter	Fh CTSL1 inh	PP5 primary	ZTA counter	PREPL inh
O=C(Nc1ccc(F)cc1)C(c1ccccc1)N1CCN(C(=O)c2ccco2)CC1 (centres undefined)	3.3	9.9	0.3	-0.1	4.0	-4.8	-0.2	5.6	-2.5
CCn1c(N2CCN(C(=O)c3ccco3)CC2)nc2ccccc21	-2.2	-23.6	-1.0	0.4	-3.9	-1.1	3.4	-0.6	1.5
O=C(NCc1ccco1)c1ccc2nc3sc4c(c3c(=O)n2c1)CCCC4	34.5	12.0	1.9	-0.1	4.5	2.1	1.9	25.1	20.9
CCCCn1c(SCC(=O)NC2CCCC2)nnc1-c1ccco1	-3.6	-7.2	0.3	-0.1	-2.6	1.4	-1.0	-2.0	0.9
Cc1cc(Cl)ccc1NC(=O)CN1CCN(C(=O)c2ccco2)CC1	-2.5	6.9	-0.3	-0.1	1.1	-0.2	-1.2	0.0	4.2
Cc1c(/C=N\NC(=O)c2cc3ccccc3o2)c2ccccc2n1C	-0.4	-3.4	-2.5	0.0	-4.0	-1.3	0.7	-9.5	32.6

This is a subset (hit frequency here may not be typical).
